Bioassay records as filed in PubChem.
aDG glyco act = alpha-DG glycosylation activation | Pro5-aDG cells, alpha-DG glycosylation AlphaScreen (IIH6); 0% Pro5, 100% B10-LARGE cell signal | activation, % at 10 µM | actives 0.22% (n = 360,000) | AID 624168;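 active means activation of at least 8% versus controls, or a plate z-score of at least 8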;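 further: Pro5 are CHO cells carrying HIG-tagged alpha-DG that lacks glycosylation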
m5-HT2A agonist = mouse HTR2A agonism via beta-arrestin recruitment | actives 0.66% (n = 360,000) | activation, % at 7.6 µM | CHO-K1 mHTR2A beta-arrestin complementation, luminescence; percent of 30 µM serotonin response | P35363;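 active means activation above a run cutoff, the mean activation of all tested compounds plus 3 SD, cut at about 14% in these data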;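 further: 0% = plate median of compound wells and 100% = 30 µM serotonin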
Target sequence (P35363 whole entry, looked up): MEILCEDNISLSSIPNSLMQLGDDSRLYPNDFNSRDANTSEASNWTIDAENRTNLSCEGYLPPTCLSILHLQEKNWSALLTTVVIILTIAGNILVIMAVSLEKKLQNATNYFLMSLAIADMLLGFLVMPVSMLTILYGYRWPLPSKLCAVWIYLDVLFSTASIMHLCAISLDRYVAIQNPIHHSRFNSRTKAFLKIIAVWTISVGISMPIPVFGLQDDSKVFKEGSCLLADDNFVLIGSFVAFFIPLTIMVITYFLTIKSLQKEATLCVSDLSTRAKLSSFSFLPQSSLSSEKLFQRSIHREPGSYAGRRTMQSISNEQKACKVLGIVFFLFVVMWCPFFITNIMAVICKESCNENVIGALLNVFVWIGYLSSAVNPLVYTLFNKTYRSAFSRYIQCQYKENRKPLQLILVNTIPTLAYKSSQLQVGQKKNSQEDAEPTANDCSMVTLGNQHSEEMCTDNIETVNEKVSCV
Cardio protect = modulators protecting cardiomyocytes from myocardial damage. H9c2 cardiomyocytes, H2O2 injury protection, ATPLite, 2 h. protection from H2O2 cell death, % at 20 µM. actives 0.63% (n = 360,000). AID 588492;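 active means compounds giving at least 50% protection of heart cells from peroxide-induced death in the single-dose screen, raw or plate-pattern-corrected value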;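 further: 0% = DMSO wells with peroxide and 100% = DMSO wells without peroxide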
ABCB6 inh MLPCN = blocks the human ABCB6 transporter. Q9NP58. K562-ABCB6 porphyrin accumulation, flow cytometry, 1 h; hits give low values. fluorescence ratio to DMSO, % at 10 µM. actives 0.19% (n = 360,000). AID 602162;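 active means fluorescence ratio to DMSO below 75%, the collection mean minus 3 SD; inconclusive means too few cells collected in the well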;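 further: signal is porphyrin accumulated inside mitochondria; 100% equals median channel fluorescence of DMSO control wells; lower ratio means ABCB6 inhibition with less porphyrin fluorescence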
ABHD5-PLIN5 inh = inhibitors of human ABHD5-perilipin-5 interaction. AID 602281. Q00G26+Q8WTS1. actives 0.78% (n = 360,000). inhibition, % at 4 µM. Split G. princeps luciferase complementation, luminescence, 4 h;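 active means inhibition above the mean inhibition across every tested compound plus 3 SD, cut at about 22% in these data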;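 further: 0% = DMSO only wells and the 100% control is not disclosed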
N-glyco inh = blocks N-linked glycosylation in D54 reporter cells. D54 ERlucT glycosylation luciferase reporter, 24 h; percent of 100 nM tunicamycin response. reporter increase, % at 12.5 µM. actives 0.23% (n = 360,000). AID 588692;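 active means mean luciferase reporter signal, scaled so untreated is 0 and the glycosylation-blocking control 100, at or above a set limit in every replicate; inconclusive means mean reaches the limit but not every replicate does; inactive means mean below the limit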;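 further: luciferase carries N-glycosylation sites so blocking glycosylation raises the light; 0% = median of neutral control wells and 100% = median of 100 nM tunicamycin wells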
iPSC survival up = increases survival of single human iPS cells; survival enhancement, % at 20 µM; actives 0.044% (n = 360,000); hiPSC single-cell survival, ATPlite luminescence; 100% = ROCK inhibitor wells, 0% = DMSO; in the data active means survival enhancement above about 18%;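 further: cells exposed to compounds for 16 hours before the ATP read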
MC4R ag barr = agonists of human melanocortin 4 receptor (MC4R) beta-arrestin; actives 0.98% (n = 360,000); U2OS MC4R beta-arrestin complementation, luminescence; percent of melanotan II response, DMSO zero; P32245; activation, % at 8.9 µM;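 active means activation above a per-plate cutoff, the mean activation of sample wells on that plate plus 3 SD, cut at about 8% in these data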
Target sequence (P32245 whole entry, looked up): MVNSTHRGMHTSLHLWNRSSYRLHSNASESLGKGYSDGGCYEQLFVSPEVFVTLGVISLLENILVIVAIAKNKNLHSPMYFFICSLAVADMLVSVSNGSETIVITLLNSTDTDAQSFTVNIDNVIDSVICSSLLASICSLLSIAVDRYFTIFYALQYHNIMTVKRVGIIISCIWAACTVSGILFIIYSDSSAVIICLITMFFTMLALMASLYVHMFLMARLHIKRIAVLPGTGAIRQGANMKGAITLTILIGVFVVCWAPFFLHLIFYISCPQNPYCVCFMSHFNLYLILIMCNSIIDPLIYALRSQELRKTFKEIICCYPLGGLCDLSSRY
MC4R antag cAMP = antagonists of human melanocortin 4 receptor (MC4R); P32245; MC4R-expressing cells, MTII-stimulated cAMP, LANCE TR-FRET; inhibition, % at 6.5 µM; actives 0.48% (n = 360,000); AID 540295;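 active means inhibition above its plate's cutoff, the mean of tested wells on that plate plus 3 SD, cut at about 29% in these data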;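 further: 0% = Melanotan II alone and 100% = Melanotan II plus saturating MCL0020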
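System: U2OS-MC4R stable cell line; Technique: Eu-cAMP/anti-cAMP TR-FRET, emission 671 nm; Repeats: single well per compound; Also added: Melanotan II; Dosing: one concentration, 6.5 µM nominal; Schedule: 30-min compound, 1-h challenge, 1-h detection, room temperature.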
Granule exo inh = lytic granule exocytosis inhibition; TALL-104 LAMP-1 surface exposure, flow cytometry; cells stimulated with thapsigargin and PMA; AID 651702; inhibition, % at 10 µM; actives 0.66% (n = 360,000);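 active means inhibition above about 55%, limit read from the data; inconclusive means no clear call, values can overlap the other calls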
* hit, by the source's call; ? = inconclusive; / = not tested or not shown.

SMILES	aDG glyco act	m5-HT2A agonist	Cardio protect	ABCB6 inh MLPCN	ABHD5-PLIN5 inh	N-glyco inh	iPSC survival up	MC4R ag barr	MC4R antag cAMP	Granule exo inh
Cc1cc(=O)[nH]c(SCC(=O)Nc2cccc(S(=O)(=O)N3CCOCC3)c2)n1	0.1	1	10	93	-11	0	-0.3	-2.4	5	-2
O=C(NNC(=O)c1ccc(Br)o1)c1ccc(NS(=O)(=O)c2cccs2)cc1	-0.2	-6	-4	100	10	-1	0.1	-0.8	18	-7
O=C(O)CC1(CC(=O)Nc2cccc(C(=O)O)c2)CCCC1	-0.1	5	7	104	8	2	0.5	-1.2	2	-10
COc1ccccc1CNC(=O)C/C(C)=N/NC(=O)Cc1ccccc1	-0.3	-5	7	90	5	2	-2.4	-1.4	11	6
CCCc1cc(=O)[nH]c(SCc2nc3ccccc3s2)n1	0.1	-3	7	90	-6	0	-0.8	-0.5	4	0
COc1ccc(CC(=O)OCC(=O)N2c3ccccc3CC2C)cc1OC (stereo not drawn)	-0.1	0	-4	100	-1	-1	9.9	-0.1	-6	3
CCN(CC)C(=O)[C@H]1C[C@H](CC(=O)NCC23CC4CC(CC(C4)C2)C3)C(=O)N2CCc3c([nH]c4ccc(Cl)cc34)[C@]12C	0.0	4	2	97	-1	-3	-0.6	-1.2	3	37
COc1ccc(-c2cc(C)no2)cc1S(=O)(=O)N1CCN(c2ccccc2F)CC1	-0.3	-8	-2	100	4	-3	-0.6	-1.0	-5	3
COc1ccc(OCC(=O)OCC(=O)Nc2cc(S(=O)(=O)N3CCOCC3)ccc2Cl)cc1	-0.2	-1	10	100	-5	0	-1.1	-1.0	10	1
Cc1cc(N2C(=O)C(O)=C(C(=O)c3cc4ccccc4o3)C2c2ccc(Cl)cc2)no1 (stereo not drawn)	0.4	2	14	100	-10	1	0.2	-0.7	19	8
Cc1cccnc1C(NC(=O)C1CCN(CCCc2ccccc2)CC1)c1ccc(F)cc1 (stereo not drawn)	0.0	-2	-1	97	3	-2	-1.1	-0.5	-1	-1
O=C(Nc1nccs1)c1nc(-c2ccccc2)n(-c2ccccc2)n1	-0.2	2	3	96	0	-3	-1.1	0.8	4	4
O=c1nc(Nc2ccccc2)oc2ccccc12	0.0	12	8	98	-3	0	0.0	2.8	7	-5
Cc1ccc(S(=O)(=O)CCSc2cccc(C(=O)Nc3ccccc3C(=O)O)c2)cc1	-0.4	8	1	100	-1	2	2.3	0.7	3	10
CC1(C)c2[nH]c3ccccc3c2C[C@H]2C(=O)N(CCCO)CC(=O)N21	-0.1	4	5	94	-18	1	0.8	-0.9	-7	11
CCc1ccc(C(N)=S)cc1	-0.3	-3	1	92	-7	0	-0.8	1.5	27	6
COc1ccc(-c2ccc(CN3C(C)C(=O)N(Cc4cn(CCC5OCCO5)nn4)CCS3(=O)=O)cc2)cc1 (stereo not drawn)	0.2	-5	-27	100	11	7	3.2	1.3	-3	-3
CCN(CC)CCNC(=O)c1ccc(NC(=O)c2cc(-c3ccco3)nc3ccccc23)cc1	0.0	-8	-11	97	4	-4	-0.3	-3.2	5	-2
COC(=O)C(C(=O)OC)c1ccccc1NS(=O)(=O)c1c(C)cc(C)cc1C	-0.2	-1	/	/	2	/	/	/	/	-1
CCN(C(=O)COC(=O)c1ccccc1Cc1ccccc1)C1CCS(=O)(=O)C1 (stereo not drawn)	0.1	3	1	96	1	3	-0.3	-1.4	2	6

Exported with each value named: entries from further up
> CCN(CC)C(=O)[C@H]1C[C@H](CC(=O)NCC23CC4CC(CC(C4)C2)C3)C(=O)N2CCc3c([nH]c4ccc(Cl)cc34)[C@]12C
- aDG glyco act: 0.0
- m5-HT2A agonist: 4
- Cardio protect: 2
- ABCB6 inh MLPCN: 97
- ABHD5-PLIN5 inh: -1
- N-glyco inh: -3
- iPSC survival up: -0.6
- MC4R ag barr: -1.2
- MC4R antag cAMP: 3
- Granule exo inh: 37

> COc1ccc(-c2cc(C)no2)cc1S(=O)(=O)N1CCN(c2ccccc2F)CC1
- aDG glyco act: -0.3
- m5-HT2A agonist: -8
- Cardio protect: -2
- ABCB6 inh MLPCN: 100
- ABHD5-PLIN5 inh: 4
- N-glyco inh: -3
- iPSC survival up: -0.6
- MC4R ag barr: -1.0
- MC4R antag cAMP: -5
- Granule exo inh: 3

> COc1ccc(OCC(=O)OCC(=O)Nc2cc(S(=O)(=O)N3CCOCC3)ccc2Cl)cc1
- aDG glyco act: -0.2
- m5-HT2A agonist: -1
- Cardio protect: 10
- ABCB6 inh MLPCN: 100
- ABHD5-PLIN5 inh: -5
- N-glyco inh: 0
- iPSC survival up: -1.1
- MC4R ag barr: -1.0
- MC4R antag cAMP: 10
- Granule exo inh: 1

> Cc1cc(N2C(=O)C(O)=C(C(=O)c3cc4ccccc4o3)C2c2ccc(Cl)cc2)no1 (stereo not drawn)
- aDG glyco act: 0.4
- m5-HT2A agonist: 2
- Cardio protect: 14
- ABCB6 inh MLPCN: 100
- ABHD5-PLIN5 inh: -10
- N-glyco inh: 1
- iPSC survival up: 0.2
- MC4R ag barr: -0.7
- MC4R antag cAMP: 19
- Granule exo inh: 8

(listing goes on)
SMILES	aDG glyco act	m5-HT2A agonist	Cardio protect	ABCB6 inh MLPCN	ABHD5-PLIN5 inh	N-glyco inh	iPSC survival up	MC4R ag barr	MC4R antag cAMP	Granule exo inh
COc1ccccc1NC(=S)NCCc1ccc(F)cc1	0.3	-1	-2	101	-3	-1	-1.6	-3.4	-1	0
CCN(CC)c1ncnc2c1[nH]c1ccccc12	2.9	-1	-13	101	0	3	0.5	-2.1	-5	-1
Cc1cc(C)cc(NC(=O)C2CCN(C(=O)c3cccs3)CC2)c1	0.1	1	-1	99	-9	0	0.9	-0.3	1	-2
O=C(c1ccc(S(=O)(=O)c2ccc(Cl)cc2)cc1)N1CCOCC1	-0.1	-2	-1	102	-3	-1	-0.5	-1.3	1	1
Cc1ccccc1CN1CCN(C(=O)c2cc(-c3ccncc3)nc3ccccc23)CC1	-0.5	-7	39	93	4	-2	-0.4	-0.7	3	-2
Cc1cc(=O)n2nc(N3CCC(C(=O)NCC(C)c4ccccc4)CC3)sc2n1 (stereo not drawn)	2.3	-4	0	97	4	0	-0.5	-1.7	8	?
c1ccc(Cc2c[nH]c3ccccc23)cc1	-0.1	-4	0	98	5	-2	-0.4	2.7	-3	9
O=C(COc1ccc([N+](=O)[O-])cc1)Nn1cnnc1	-0.1	-2	-3	98	-1	3	-1.4	2.3	9	-2
CCOC(=O)C1CCN(C(=O)NC23CC4CC(CC(C4)C2)C3)CC1	-0.1	1	7	101	-2	0	0.3	-0.6	8	6
CC(=O)c1cccc(-c2ccnc3c2CC(C(=O)NCc2cccs2)O3)c1 (stereo not drawn)	-0.1	12	2	99	12	34*	-2.6	5.2	-18	4
Cc1ccc(-n2c(C)nnc2SCC(=O)NC2CC2)cc1	0.1	6	-8	98	1	2	0.1	-1.8	2	1
CC1CCCC(NC(=O)COC(=O)c2cccs2)C1C (stereo not drawn)	0.1	4	-5	97	0	2	-0.1	0.4	17	-3
CCOc1ccccc1CN1CCCC(CNS(=O)(=O)c2ccc(OC)cc2)C1 (stereo not drawn)	0.3	9	-5	97	9	-1	-0.6	-0.2	7	0
COc1ccc2cc(C(c3nnnn3CC3CCCO3)N3CCOCC3)c(=O)[nH]c2c1 (stereo not drawn)	-0.2	10	-2	98	0	0	-2.5	-1.6	-4	-5
CCOc1ccc(N2CC(C(=O)NCCc3c[nH]c4ccc(C)cc34)CC2=O)cc1 (stereo not drawn)	0.0	10	-3	95	2	-1	1.6	-0.1	7	7
COc1ccc(C2CC(c3ccc4ccccc4c3)=NN2C(=O)CN2CCC(C(N)=O)CC2)cc1 (stereo not drawn)	0.3	-1	1	96	10	1	0.4	-0.6	-2	29
COc1ccc(CN2CCN(C(=O)C3CCN(C(=O)Nc4ccccc4)CC3)CC2)cc1OC	-0.1	5	3	96	0	4	-0.4	-2.3	-2	-2
CC(C)(C)SCCNC(=O)CSCc1ccc([N+](=O)[O-])cc1	-0.1	0	12	97	-4	1	-2.2	-0.8	6	0
O=C(O)C1CCC(=O)N1Cc1ccccc1Cl (stereo not drawn)	0.0	2	15	97	-4	-1	-0.7	0.5	18	0
CCOC(=O)C1=C(C)N(CCCC(=O)O)C(=O)NC1c1ccccc1 (stereo not drawn)	0.1	7	3	97	0	0	-1.2	-0.7	7	8
CCOC(=O)c1cc2c(=O)n3ccccc3nc2n(Cc2ccccc2)c1=N	0.5	3	10	96	7	0	-0.3	-1.3	-1	1
O=C(Cc1ccccc1)N/N=C/c1ccc(-c2ccc([N+](=O)[O-])cc2)o1	0.0	1	-5	95	5	-4	-1.4	-1.5	3	1
COC(=O)c1ccc(Oc2nc(N3CCCCC3)nc(N3CCOCC3)n2)cc1	-0.1	3	-6	97	-7	2	-0.9	0.7	15	-2
Cc1cccc(C)c1OC(=O)C(c1ccccc1)c1ccccc1	0.1	-9	-12	101	-6	-3	-2.0	1.1	19	-1
Cc1cc2cc(CNC(=O)c3ccc(C)c([N+](=O)[O-])c3)ccc2[nH]1	-0.1	-5	0	92	2	-2	4.0	-0.1	6	2
C=CCN1C(=O)C(Cc2ccc(OC)cc2)S/C1=N\N=C\c1cccs1 (stereo not drawn)	-0.2	-2	5	95	-1	-1	-2.0	9.9*	-1	-6
COc1ccccc1CNC(=O)CN1C(=O)CSc2ccc(S(=O)(=O)N3CCCC3)cc21	-0.3	-3	9	97	-6	-2	-1.7	0.0	8	1
CCC(C)NC(=O)c1n[nH]c(=O)c2ccccc12 (stereo not drawn)	0.1	3	17	91	5	2	3.8	-2.2	7	-4
COC(=O)c1sccc1NC(=O)C1CC1	0.1	-3	4	103	-5	1	0.1	0.5	0	0
O=C(Cc1ccccc1)c1ccc(N2CCOCC2)cc1	-0.2	1	-6	105	-5	-2	-3.2	0.6	-2	6
O=C(c1cc(=O)[nH]c2ccccc12)N1CCN(c2cccc(C(F)(F)F)c2)CC1	0.9	-4	5	100	-1	1	2.5	-1.4	4	-2
O=C(CSc1nnnn1C1CCCC1)Nc1ccc(F)cc1	0.1	1	-12	99	-2	0	10	0.9	-2	-2
C1=C\CCC2(OCCO2)C2(CC/1)OCCO2	-0.1	2	-1	101	-4	3	-0.1	-1.9	3	-2
Cc1ccc2nc(N3CCN(Cc4ccc(F)cc4)C3=O)c(C)cc2c1	0.3	4	-14	85	-6	3	0.9	2.9	3	2
CC(C)(C)c1ccc(C(=O)CCCSC2=C(C#N)C(c3ccco3)C3=C(CCCC3=O)N2)cc1 (stereo not drawn)	0.9	-8	0	57*	-5	-5	-0.7	-1.3	6	1
